Compound activity (PubChem BioAssay)
HCV core dimer – inhibitors of HCV core protein dimerization, primary screen, biochemical, TR-FRET, high-throughput | TR-FRET GST/Flag-core106 dimerization, 1536-well | inhibition, % at 5 µM | actives 0.33% (n = 300,000);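 active = inhibition above the mean of all tested compounds plus 3 SD, set per screening campaign, cut at about 45% in these data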
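Assay system: tagged HCV core106 pair (GST and Flag); medium: KF-containing HEPES buffer, pH 7.45, DTT, CHAPS, BSA; also added: Eu donor and XL665 acceptor anti-tag antibodies; dosing: 5 µM single dose; timing: compound-protein-antibody incubation 4 h at 22.5 °C; signal: TR-FRET 671 and 617 nm emission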
TPT1 inh – Candida albicans TPT1 enzyme inhibitors, primary screen, biochemical, fluorescence polarization; recombinant caTPT1, FP RNA substrate dephosphorylation; AID 1962, 2009; inhibition, % at 5 µM; tRNA 2'-phosphotransferase TPT1 (Candida albicans SC5314); actives 0.81% (n = 300,000);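 active = inhibition above the mean of all tested compounds plus 3 SD, set per screening campaign, cut at about 24% in these data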;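 also: plate controls were DMSO alone for no effect and ferristatin control at 100 nM for full effect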
Efflux pump inh – inhibitors of Candida efflux pumps in yeast, primary screen, S. cerevisiae, Nile Red, multiplex | S. cerevisiae Candida pump triplex | inhibition, % at 10 µM | actives 0.44% (n = 330,000);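 active = plate passing quality check with inhibition over a set limit, or well fluorescence over plate mean plus 4 SD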;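 also: Nile Red retained in pooled yeast measured as flow cytometry median fluorescence; 0% = buffer negative control and 100% = Enniatin B positive control; higher means more Nile Red kept so more efflux inhibition; some compounds called inactive have numbers as strong as hits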
procasp7 counter – procaspase-7 activators, primary screen, counter-screen for procaspase-3 activator project, biochemical, absorbance, HTS, human. activation, % at 8.5 µM. actives 0.093% (n = 330,000). AID 463210, 2010. recombinant procaspase-7, Ac-DEVD-pNA absorbance 405 nm; D23A/D198A/D206A triple mutant, cannot self-cleave; scale: DMSO 0, 5 µM enzyme 100. Caspase-7 (Homo sapiens), P55210;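 active = percent activation above the screen-wide mean plus 3 SD, cut at about 25% in these data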
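Assay system: Uncleavable procaspase-7 mutant enzyme | Input: 2 µM procaspase-7 mutant as dispensed | Timing: 1 h compound preincubation, 2 h substrate cleavage, 25 °C | Repeats: One well per compound | Control set: DMSO wells as 0%, DMSO with 5 µM added PC-7 as 100% | Technique: Epi-absorbance of released pNA at 405 nm, two timepoints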
PP1 inh – PP1-alpha phosphatase inhibitors, primary screen, counter-screen for PP5 inhibitor project, biochemical, fluorescence, OMFP substrate, single point; purified PP1alpha; actives 0.9% (n = 320,000); inhibition, % at 6.7 µM;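 active = inhibition above the mean inhibition of all tested compounds plus 3 SD, computed separately for each screening campaign, cut at about 15% in these data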
JMJD2C inh – inhibitors of GASC-1 histone demethylase, primary screen, biochemical, fluorescence, DELFIA europium; GST-JMJD2C(1-420) H3K9me3 demethylation; inhibition, % at 2.35 µM; actives 0.069% (n = 330,000);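 active = more than half of a compound's replicate wells show inhibition beyond 50%, single wells judged on their own value; inconclusive = some, but no more than half, of replicates pass 50% inhibition; inactive = no replicate passes 50% inhibition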;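 also: signal counts dimethyl H3K9 product captured on neutravidin plate; 0% = median of DMSO wells and 100% = 0.3 times that DMSO median; strong numbers were not always called active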
Target sequence (Q9H3R0 1-420 limits assumed): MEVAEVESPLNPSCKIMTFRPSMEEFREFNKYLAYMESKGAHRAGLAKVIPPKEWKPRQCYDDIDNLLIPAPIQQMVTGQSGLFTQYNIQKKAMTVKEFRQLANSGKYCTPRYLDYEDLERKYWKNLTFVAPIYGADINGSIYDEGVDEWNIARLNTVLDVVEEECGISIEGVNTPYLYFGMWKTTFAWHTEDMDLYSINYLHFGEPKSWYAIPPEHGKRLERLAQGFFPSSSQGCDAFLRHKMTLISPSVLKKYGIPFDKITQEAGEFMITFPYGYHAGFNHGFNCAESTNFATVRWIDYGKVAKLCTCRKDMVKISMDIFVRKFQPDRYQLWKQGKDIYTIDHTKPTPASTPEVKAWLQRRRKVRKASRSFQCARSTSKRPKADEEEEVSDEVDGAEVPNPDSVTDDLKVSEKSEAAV
CTSL1 counter – Fasciola hepatica cathepsin L1 inhibitors, primary screen, counter-screen for PFM18AAP inhibitor project, biochemical, QFRET, fluorogenic peptide substrate; recombinant F. hepatica cathepsin L1, Z-Leu-Arg-MCA fluorescence; inhibition, % at 5.96 µM; actives 0.49% (n = 300,000); AID 1906, 2009;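 active = inhibition above the mean of all tested compounds plus 3 SD, set per screening campaign, cut at about 17% in these data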;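 also: 0% = plate median of test compound wells and 100% = 1 µM Z-Phe-Ala-diazomethylketone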
proCasp3 act – activators of human procaspase-3 D3A mutant, primary screen, biochemical, absorbance, PC-3 D3A mutant, single concentration | Caspase-3 (Homo sapiens), P42574 | actives 0.11% (n = 330,000) | AID 463141, 2010 | recombinant procaspase-3 D3A, Ac-DEVD-pNA absorbance 405 nm | activation, % at 8.5 µM;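 active = activation above the mean of all tested compounds plus 3 SD, cut at about 21% in these data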;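 also: 0% = DMSO alone and 100% = DMSO wells spiked with extra 5 µM PC-3 D3A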
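material = Procaspase-3 D3A mutant | probe or stimulus = Ac-DEVD-pNA | compound = single dose, 8.5 µM nominal compound, 0.8% DMSO | timing = 1 h preincubation, 2 h reaction | measured by = 405 nm absorbance of p-nitroaniline, reads at 0 and 120 min | benchmarks = DMSO-only low control, 5 µM PC-3 D3A high control | repeats = singlicate, each compound tested once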
PP5 inh – PP5 phosphatase inhibitors, primary screen, biochemical, fluorescence; inhibition, % at 6.7 µM; Serine/threonine-protein phosphatase 5 (Homo sapiens), P53041; purified PP5c, OMFP substrate fluorescence; actives 0.18% (n = 320,000); AID 1987, 2009;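 active = inhibition above the campaign's mean inhibition across all tested compounds plus 3 SD, cut at about 9.5% in these data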;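 also: 0% = DMSO only and 100% = 100 µM cantharidin control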
Target sequence (P53041 whole entry, looked up): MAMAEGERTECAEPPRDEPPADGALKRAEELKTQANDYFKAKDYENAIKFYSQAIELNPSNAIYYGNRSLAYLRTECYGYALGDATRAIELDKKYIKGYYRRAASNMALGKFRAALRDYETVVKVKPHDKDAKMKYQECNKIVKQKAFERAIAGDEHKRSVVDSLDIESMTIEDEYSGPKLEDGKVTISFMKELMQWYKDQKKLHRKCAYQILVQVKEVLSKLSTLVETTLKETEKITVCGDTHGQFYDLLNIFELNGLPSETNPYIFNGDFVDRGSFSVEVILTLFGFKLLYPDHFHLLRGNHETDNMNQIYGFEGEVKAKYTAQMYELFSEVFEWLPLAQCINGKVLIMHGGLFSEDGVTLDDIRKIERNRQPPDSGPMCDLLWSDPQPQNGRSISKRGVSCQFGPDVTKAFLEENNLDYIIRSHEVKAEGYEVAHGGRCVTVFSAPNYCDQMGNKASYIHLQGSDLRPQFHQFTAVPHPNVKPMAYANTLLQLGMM
Active calls of the source: *; ? = inconclusive; / = not tested or not shown; & = joins results of further samples.

SMILES	HCV core dimer	TPT1 inh	Efflux pump inh	procasp7 counter	PP1 inh	JMJD2C inh	CTSL1 counter	proCasp3 act	PP5 inh
CC(C(=O)Nc1ccccc1)N1C(=O)c2ccccc2C1=O (configuration not stated)	-2	3	0.0	2	-2	-19	-1	11	0.0
COc1cccc(C(C(=O)NC2CCCC2)N(C(=O)c2csnn2)C2CC2)c1 (configuration not stated)	-3	2	0.1	6	-2	-6	-2	5	1.7
CCOC(=O)N1CCN(C(=S)NC2CCCC2)CC1	1	0	0.3	-1	-3	5	-2	8	2.2
CC(=O)c1cnc2cc(-c3cccc(Br)c3)nn2c1C	4	-2	-0.1	3	-2	-3	7	3	1.9
Cc1cc(OCC(=O)NC2CCCCC2)ccc1Cl	3	3	-0.1	-7	1	-1	-2	-5	-1.5
O=C(Nc1ccc(F)c([N+](=O)[O-])c1)c1ccc2c(c1)OCCO2	-4	6	0.2	11	-3	-18	2	1	4.9
CCOc1ccc(CN2CCN(C3CCC3)CC2CCO)cc1 (configuration not stated)	2	1	0.0	6	-5	-23	-1	7	0.7
COc1cc(NC(=O)C2=C(C)OCCS2)c(Cl)cc1C(=O)NCCN1CCN(C)CC1	-2	1	-0.1	8	0	5	-3	7	2.0
COc1ccc(CCNC(=O)CSc2nnc3ccc(-c4cccnc4)nn23)cc1OC	-5	0	0.2	-8	0	13	-1	-4	-2.0
Cc1c(N2C(=O)CS/C2=N\N=C\c2ccc(Br)cc2)c(=O)n(-c2ccccc2)n1C	5	2	0.1	-2	0	-6	5	-1	2.8
CC(NC(=O)Cc1ccc(NC2=NC3CS(=O)(=O)CC3S2)cc1)c1ccccc1 (configuration not stated)	-6	-1	0.1	1	3	22	-3	9	0.6
CC(C)CC(=O)NC(=S)Nc1sc2c(c1C(N)=O)CCC2	1	1	0.0	-4	0	2	2	3	0.4
CCOc1ccc(OCCCCOc2ccccc2C(C)=O)cc1	0	0	0.0	-10	4	-2	-1	-3	0.8
Cc1ccc(N2C(=O)c3ccc(C(=O)N4CCOCC4)cc3C2=O)cc1C	-4	-4	0.2	-5	0	-5	1	-3	0.9
CCN(CC)C(=O)C1CCCN(C(=O)Nc2ccc3nsnc3c2)C1 (configuration not stated)	3	-2	0.1	3	-4	-17	0	-2	4.5
CCOC(=O)c1sc(N2C(=O)C(O)=C(C(=O)c3ccco3)C2c2ccco2)nc1C (configuration not stated)	-3	2	0.1	-19	18*	2	-1	-3	-0.8
Cc1cccc(C2(c3cccc(C)c3)OC(=O)c3ccccc32)c1	5	0	0.0	3	0	-2	2	3	3.8
COc1ccccc1N1CCN(C2CCCN(Cc3c(F)cccc3F)C2)CC1 (configuration not stated)	-17	2	0.0	-9	-8	20	5	-2	-0.1
CN(c1ccccc1)S(=O)(=O)c1ccc(C(=O)NCCc2ccccc2)cc1	10	-1	-0.1	8	0	-20	-5	5	1.3
Cc1ccccc1OCC(O)Cn1c(=N)n(CCN2CCOCC2)c2ccccc21 (configuration not stated)	-4&-5	-7&-2	0.0&0.0	2&-1	2&-6	-38&-11&13	0&3	11&1	3.6&-1.1
COc1ccc2oc(=O)c(C(=O)N3CCCC3)cc2c1	-7	-2	0.1	2	-1	-9	0	2	-1.9
COc1cccc(C2=NOC(C(=O)Nc3c(C)n(C)n(-c4ccccc4)c3=O)C2)c1 (configuration not stated)	-1	0	0.4	-5	-7	0	-2	-4	0.5
CCC1(C)Cc2ccccc2-c2nc(SC)[nH]c(=O)c21 (configuration not stated)	2	-2	0.1	8	2	-8	1	7	4.7
COc1ccccc1/C=C(/C(=O)OCC(N)=O)c1ccccc1	-6	-3	0.2	0	0	37	4	-10	1.0
COc1cccc(C2C(C#N)=C(N)Oc3cc(C)n(Cc4ccco4)c(=O)c32)c1 (configuration not stated)	1	4	0.0	6	-2	-2	1	2	1.7
Cc1cc2c3c(ccc(C)c3n1)N=CN2c1ccccc1	0	2	0.1	-8	-2	21	2	-16	2.7
Cc1cccc(NC(=O)C2C(c3ccccc3)C2(Cl)Cl)c1 (configuration not stated)	-2	0	0.1	3	5	3	-5	-2	2.5
COCCN(C(=S)Nc1c(C)cc(C)cc1C)C(C)c1cccnc1 (configuration not stated)	-6	-2	2.5	-31	0	6	-4	-20	2.0
CCOP(=O)(OCC)/C(C#N)=C/c1ccc([N+](=O)[O-])cc1	7	-3	-1.2	-12	0	-8	-4	-3	1.5
CCn1nnnc1SCC(=O)N1c2ccccc2CCc2ccccc21	16	-1	0.0	11	3	13&6	1	1	1.8
COc1cccc(CSc2nnc(-c3ccncc3)n2N)c1	0	-4	-0.2	5	0	20	-6	8	0.7
O=C1N2c3ccccc3CCc3cccc(c32)C1(O)C(F)(F)F (configuration not stated)	-1	2	0.0	8	0	-6	5	-1	3.2
CCN(CC)CCSc1nnc2c3cc(F)ccc3n(Cc3ccccc3)c2n1	-5	-3	-0.3	0	1	0	3	3	-0.2
COc1ccc(C(=O)NCCNC(C)=O)cc1S(=O)(=O)NCc1ccc(Cl)cc1	-3	-3	0.0	-3	-2	10	-1	8	2.7
CCc1ccc(N=c2c([N+](=O)[O-])nn(-c3ccc4c(c3)OCCO4)n2O)cc1	12	-3	0.1	-15	-1	8	-1	5	-0.6
O=C(Nn1c(O)c(C=C2N=c3ccccc3=N2)sc1=S)c1ccccc1Cl	-14	4	0.6	-43	4	-20	2	-29	3.3
CCOC(=O)N1CCN(S(=O)(=O)c2ccc(C(=O)Nc3sc4c(c3C(N)=O)CC(C)(C)NC4(C)C)cc2)CC1	-23	-1	0.1	-5	1	-4	4	-3	-0.2
O=C(Nc1ccccc1)N1CCN2C(=O)c3ccccc3C12c1ccccc1 (configuration not stated)	7	-1	0.0	12	3	3	1	0	2.8
Cc1[nH]nc2c1/C(=N\O)CC(C)(C)C2	-7	-13	-0.2	-13	-1	-2	-1	4	-0.4
Cc1c(Cl)ccc2c(C(=O)Nc3cc(C(C)(C)C)on3)cc(-c3ccccn3)nc12	-40	1	0.5	-1	-1	0	-2	12	1.8
O=C(Nc1ccccc1Cl)c1ccccc1Cc1ccccc1	-6	-1	-0.3	3	1	4	-6	8	3.7
CN(CC(=O)Nc1cccc(F)c1)CC(=O)NC(c1ccccc1)c1ccccc1	/	/	0.0	5	-3	/	/	2	1.3
N#CCSc1nc2ccccc2c(=O)n1CCC(=O)NCCc1ccccc1	4	-1	0.0	16	-1	-2	-1	8	0.4
CCOC(=O)Cc1csc(SCC(=O)Nc2oc(C)c3c(C)n[nH]c(=O)c23)n1	/	/	0.0	-7	0	-8	/	-14	0.3
CC(OC(=O)CCCN=C1NS(=O)(=O)c2ccccc21)C(=O)Nc1ccc(F)c(F)c1F (configuration not stated)	-9	0	-0.1	2	-3	?	-12	8	-0.5
COC(=O)c1cc(/C=C/c2ccccc2)on1	3	2	0.1	-1	-7	-32	0	14	-1.9
O=C(NC1CCCCCCC1)c1cccs1	0	-1	0.1	-1	-1	-2	0	11	2.3
COc1ccc(Cl)cc1C(=O)NCc1cnn(C)c1C	-4	-2	-0.1	4	6	3	3	1	2.1
COC(=O)c1sc(NC(=O)c2cnccn2)c(C(=O)OC)c1C	-5	4	0.3	-4	0	102	-1	1	2.2
COc1cc2nc(Cl)nc(N3CCCCC3)c2cc1OC	1	1	0.0	-6	-5	/	-1	3	2.3
CCOC(=O)c1[nH]c2ccc(Br)cc2c1NC(=O)CCN1CCC(C)CC1	6	0	0.0	-3	1	0	6	0	1.4
COc1ccc(CNC(=O)C2CC(C)=C(C)CC2C(=O)O)cc1 (configuration not stated)	-5	-1	0.0	8	1	-25	0	-1	1.5
O=C(c1ccccc1)N1CCC2(CC1)NCCc1[nH]cnc12	-5	-1	-0.1	-1	-4	3	-1	3	1.1
CCC1(CC)C(=O)Nc2ccccc21	-4	1	0.6	2	-3	-11	0	-5	4.1
COc1ccccc1CCC(=O)OCC(=O)N1CCN(S(=O)(=O)c2ccc(C)cc2C)CC1	6	-1	-0.1	7	-2	-1	-10	3	1.1
Oc1ccc(N=Nc2ccc3ccccc3c2)cc1	-20	-1	0.8	-11	5	-8	1	-14	2.8
Cc1cccc(NC(=S)N2CCN(c3ccccc3)CC2)c1	-1	1	0.0	-10	-5	16	-2	-1	3.3
Cc1c(O)ccc2c(CN3CCN(CCO)CC3)cc(=O)oc12	-3	-1	-0.7	19	-1	1	2	19	1.2
O=C(CSc1ccc2c(c1)OCCO2)NC(=O)NC1CCCC1	5	3	0.1	12	-3	1	-5	4	2.6
CCOc1cccc(C(=O)NC2CCCCC2)c1	0	0	0.0	-6	1	6	-3	-1	-1.8
O=C(NCc1cc(F)ccc1F)C1CCC(=O)N(C2CCCCCC2)C1 (configuration not stated)	0	-2	0.0	5	-4	2	-3	-5	2.4
Cc1ccc(C(=O)N/C(=C/c2ccc(-c3ccc([N+](=O)[O-])cc3)o2)C(=O)NCCCN(C)C)cc1	-8	26*	0.1	-10	-1	-13	8	-8	-0.9
Cc1cc(C)cc(NC(=O)CN2CCN(CCN=CC3=C(O)CC(C)(C)CC3=O)CC2)c1	0	-3	0.2	-7	-4	6	0	1	1.2

An excerpt of these results, with values under each structure.
Values in the order – HCV core dimer, TPT1 inh, Efflux pump inh, procasp7 counter, PP1 inh, JMJD2C inh, CTSL1 counter, proCasp3 act, PP5 inh
Cc1cccc(NC(=S)N2CCN(c3ccccc3)CC2)c1
  -1, 1, 0.0, -10, -5, 16, -2, -1, 3.3
Cc1c(O)ccc2c(CN3CCN(CCO)CC3)cc(=O)oc12
  -3, -1, -0.7, 19, -1, 1, 2, 19, 1.2
O=C(CSc1ccc2c(c1)OCCO2)NC(=O)NC1CCCC1
  5, 3, 0.1, 12, -3, 1, -5, 4, 2.6
CCOc1cccc(C(=O)NC2CCCCC2)c1
  0, 0, 0.0, -6, 1, 6, -3, -1, -1.8

No enrichment for hits; 2.9% or so of the library scored in one or more.
